Screens from PubChem BioAssay.
Shn3 3UTR inh: Schnurri-3 reporter inhibition in Clone20 osteoblasts. Clone20 osteoblast Shn3 3'UTR firefly luciferase, 24 h. inhibition, % at 12.5 µM. hit rate 0.52% among 360,000. AID 588674;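 active = mean inhibition of at least 75% with every replicate also reaching 75%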;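 also: 0% = median of neutral control wells and 100% = pilot-screen positive control compound; some compounds past the cut are filed as inactive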
EBV LMP1 NFkB: Epstein-Barr LMP1 NF-kappaB reporter inhibition; LMP1-induced NF-kappaB luciferase reporter cells, luminescence; inhibition, % at 12.5 µM; hit rate 0.69% among 350,000; in the data active = inhibition above about 41%;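 also: 0% = neutral control wells and 100% = reference inhibitor control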
LRH-1 inv ag: suppresses constitutive activity of human LRH-1; HEK293T StAR-luciferase reporter, LRH-1 transfected, 24 h; hit rate 0.13% among 360,000; O00482; AID 602396; inhibition, % at 3.6 µM;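 active = inhibition above the mean inhibition of all tested compounds plus 3 SD, cut at about 73% in these data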;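 also: 0% = DMSO wells and 100% = reporter-only cells lacking LRH-1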
C8 TRAIL sens: sensitizes caspase-8 expressing cells to TRAIL | AID 624354 | hit rate 1% among 360,000 | NB7+C8 cells + TRAIL, ATPlite viability luminescence | inhibition (viability loss, TRAIL sensitization), % at 10 µM;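 active = compounds causing at least 50% loss of cell viability in the single-dose screen, relative to plate controls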
NR2F2 inh: blocks human COUP-TFII nuclear receptor; inhibition, % at 8.6 µM; HEK293T NGFI-A luciferase reporter, luminescence; P24468; hit rate 0.7% among 370,000;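 active = inhibition above a per-plate cutoff, mean inhibition of test wells between control levels plus 3 SD, cut at about 38% in these data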;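 also: cells cotransfected with COUP-TFII expression vector driving the NGFI-A reporter; 0% = median of COUP-TF2 test wells and 100% = reporter-only cells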
NCOA3 inh: human NCOA3 inhibition | inhibition, % at 3.6 µM | Q9Y6Q9 | HEK293 GAL4-SRC3 luciferase reporter, luminescence | hit rate 0.17% among 360,000;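 active = inhibition above a per-campaign cutoff, the mean of all compounds plus 3 SD, cut at about 60% in these data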;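 also: 0% = DMSO-treated cells and 100% = gossypol-treated cells at 36 µM; higher means less SRC3-driven luciferase light from the GAL4 reporter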
KKLEB tox: counter-screen for CF NF-kB inhibitors: cytotoxicity. KKLEB CF airway cells viability, ATPlite luminescence, overnight; hits give low values; cells stimulated with P. aeruginosa culture filtrate. activity change (cytotoxicity), % at 5 µM. hit rate 0.36% among 360,000. AID 602141;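 active = corrected activity change at or below -50% at 5 µM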
CF NFkB inh: blocks PAF-induced NF-kB reporter in cystic fibrosis cells; KKLEB NF-kB-GFP reporter, GFP fluorescence overnight; inhibition, % at 5 µM; hit rate 0.86% among 360,000; AID 588850;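 active = at least 50% inhibition at 5 µM, scaled per plate between neutral and stimulator controls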;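 also: PAF is a Pseudomonas aeruginosa culture filtrate used as stimulus; plate controls were PAF-stimulated DMSO wells for no effect and unstimulated DMSO wells for full effect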
TWEAK-Fn14 inh: inhibitors of TWEAK-Fn14 interaction signaling; inhibition, % at 10 µM; TWEAK-stimulated Fn14 reporter cells, luciferase luminescence, 8 h; hit rate 2% among 360,000; in the data active = inhibition above about 50%
TROY signal inh: blocks TROY-dependent signaling in reporter cells. hit rate 0.98% among 360,000. Q293 LMP1-TROYcd NF-kB luciferase reporter, 4 h. AID 1347056. inhibition, % at 10 µM;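 active = compounds whose plate-normalised and pattern-corrected inhibition of the luciferase reporter signal at the single screening dose is 50% or more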
SRC1 inh: inhibits human SRC1 coactivator; Q15788; HEK293 GAL4-SRC1 luciferase reporter, luminescence; inhibition, % at 3.6 µM; hit rate 0.12% among 360,000;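 active = inhibition above the campaign mean plus 3 SD, with each screening campaign given its own cutoff, cut at about 60% in these data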;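 also: 0% = DMSO treated cells and 100% = gossypol at 36 µM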
* = called active by the depositor; / = not tested or not shown. A portion of the library, so the mix of outcomes need not match the whole.

SMILES | Shn3 3UTR inh | EBV LMP1 NFkB | LRH-1 inv ag | C8 TRAIL sens | NR2F2 inh | NCOA3 inh | KKLEB tox | CF NFkB inh | TWEAK-Fn14 inh | TROY signal inh | SRC1 inh
COc1ccc(OC)c(NC(=O)COC(=O)c2ccc(-n3cnnn3)cc2)c1 | 0 | -4 | 2 | -6 | 5 | 9 | 3 | 9 | -3 | 8 | -14
Cc1ccc(S(=O)(=O)CCC(=O)Nc2ccccc2C)cc1 | 16 | 2 | -13 | -15 | -9 | -19 | -4 | 17 | 3 | -12 | -15
O=C(COC(=O)c1cc[n+]([O-])cc1)Nc1cccc(Br)c1 | 0 | 5 | -7 | -4 | -1 | 2 | 2 | 2 | -15 | -19 | -9
C[C@@H](NC(=O)c1nc[nH]c1C(=O)NCCCCCNC(=O)OC(C)(C)C)c1ccccc1 | 16 | 6 | 2 | 10 | 3 | -5 | -16 | -1 | 16 | 19 | -4
O=C(N/N=C/c1ccc([N+](=O)[O-])cc1)c1cc2ccccc2o1 | 0 | 1 | 3 | 6 | -23 | 24 | -8 | -18 | -24 | -10 | 19
COc1ccc(Cn2cnc3c([N+](=O)[O-])c(C)c(C)cc32)cc1 | 12 | -10 | -14 | 4 | 0 | -15 | 0 | 0 | -20 | 0 | -34
Cc1ccc(NC(=O)CN(C)S(=O)(=O)c2cccc3cccnc23)cc1 | -9 | 1 | 7 | 6 | -1 | -4 | -9 | 3 | -12 | -2 | 5
COCCCn1c(C(=O)Nc2ccc3c(c2)OCO3)cc2c(=O)n3ccccc3nc21 | 23 | 2 | 9 | 28 | -1 | 3 | -5 | 4 | -1 | 0 | 2
COc1ccc(-n2c(SCC(=O)Nc3ccccc3)nc(O)cc2=O)cc1 | -6 | 3 | -10 | 10 | 20 | -2 | 1 | -3 | 1 | -52 | -14
COc1ccc(/C=C2\SC(=S)N(CC(=O)OCC(=O)Nc3cc(Cl)cc(Cl)c3)C2=O)cc1 | -27 | -6 | 5 | 4 | 9 | 1 | 2 | 15 | 12 | -44 | -3
Cn1c(N2CCCC2)nc2c1c(=O)[nH]c(=O)n2C | -12 | -4 | 1 | -1 | 4 | -19 | -2 | 9 | 0 | -5 | -32
Cn1c(C(N)=O)cnc1Sc1ncc(C(F)(F)F)cc1Cl | -10 | 1 | -10 | 3 | 9 | 2 | -7 | 2 | -7 | 14 | -15
Cc1cccc(/C=N/n2c(-c3ccco3)n[nH]c2=S)c1 | -11 | 6 | -7 | -1 | -19 | -7 | -2 | 1 | 12 | 5 | 3
CCC(CC)C(=O)N(C)c1c(C)nc2c(OCc3cccc(OC)c3)cccn12 | -9 | / | -3 | -6 | 14 | -5 | 13 | -37 | -11 | -1 | 1
COc1cc(Cl)c(C)cc1NC(=O)c1ccccc1NC(=O)CN1CCN(C(C)=O)CC1 | -6 | 1 | 12 | 0 | 3 | 6 | 5 | -6 | -2 | 14 | -6
CCOc1nc(-c2ccc(OC)cc2)ccc1-c1noc(C)n1 | 15 | -4 | -8 | -6 | -28 | -1 | 4 | -2 | -19 | 1 | 1
CN(/C(=N\S(=O)(=O)c1ccccc1)C(F)(F)F)c1ccccc1 | -6 | -6 | 9 | -14 | 8 | -9 | -1 | 13 | 0 | -10 | -8
CN(C)c1ccc(S(=O)(=O)c2ccc(Cl)cc2)cc1 | 25 | 6 | 28 | -11 | 9 | 26 | -6 | 6 | 5 | -5 | 3
CN1CCc2c(n(CC(O)CN(CCO)CCO)c3ccccc23)C1=O (stereo unspecified) | -2 | -7 | 4 | 0 | -10 | -25 | 4 | 0 | 5 | 13 | 19
Cc1ccccc1NS(=O)(=O)c1csc(C(N)=O)c1 | 2 | 5 | -9 | -2 | 5 | -22 | 4 | -4 | 19 | -1 | 7
CC[C@@]1(C(=O)OC)N[C@H](CN(C)C(=O)COC)[C@@H]2C(=O)N(Cc3ccccc3)C(=O)[C@@H]21 | -8 | 9 | -3 | -3 | -14 | -1 | 23 | 2 | -7 | -9 | -13
CC(C)c1cccc(C(C)C)c1NC(=O)COc1nncc2ccccc12 | 4 | -3 | -20 | -4 | 8 | 22 | -5 | 17 | 19 | 14 | 16
CC1Nc2ncnc(N3CCN(c4ccccc4)CC3)c2N(Cc2ccccc2)C1=O (stereo unspecified) | 13 | 3 | 20 | -2 | 8 | -15 | 0 | -4 | 6 | 3 | 7
O=C(Nc1ccc2c(c1)OCCO2)c1cc2sccc2n1Cc1ccccc1 | 37 | -5 | -43 | -4 | -3 | -40 | 4 | -1 | 53* | 24 | -22
FC(F)(F)c1cccc(-c2cncc(N3CCN(CCN4CCCC4)CC3)n2)c1 | -4 | / | 9 | -12 | 6 | -3 | -13 | 7 | 0 | 16 | 0
CCOC(=O)c1c(S(=O)(=O)NCC(=O)Nc2ccc(OC)cc2)c(C)n(C)c1C | -5 | 1 | 6 | -12 | -7 | -2 | -21 | 10 | -3 | 15 | -8
CCC1=[N+]([O-])C(C)(/C(C)=N\O)N(O)C1(C)C (stereo unspecified) | 14 | 2 | 1 | 6 | -13 | 4 | 7 | -17 | 0 | -4 | -7
CCOc1ccc(N(CC(=O)NCCc2ccccc2)C(=O)c2csnn2)cc1 | -15 | -5 | -20 | -10 | -13 | -15 | 1 | 6 | -3 | -9 | -6
Nc1ccc2c3c(cccc13)CC2 | -2 | -3 | 7 | 18 | 10 | -21 | -3 | -25 | 16 | -4 | -15
O=C(NCc1ccccc1)C(c1cccs1)N(Cc1cccs1)C(=O)c1cnccn1 (stereo unspecified) | 17 | -14 | -9 | 0 | 3 | 3 | -4 | 1 | 30 | -13 | 9
Cc1ccc(NS(=O)(=O)c2c(C)[nH]c(C)c2C(=O)N2CCCC2)cc1Cl | -1 | 3 | 9 | 1 | 17 | 25 | 18 | 8 | 21 | 0 | 5
C#CCNC(=O)C1=C[C@@H](c2ccc3c(c2)OCO3)[C@H](CCCO)[C@@H](OCC)O1 | -6 | 4 | 2 | -1 | 5 | -10 | 1 | -15 | -12 | -17 | -8
COc1cccc(-c2csc(N3CCN(C(=S)Nc4ccccc4Cl)CC3)n2)c1 | 10 | -13 | -18 | 2 | 3 | 4 | 20 | -11 | -21 | -60 | -2
O=C(c1ccc2nc(Cc3ccccc3F)oc2c1)N1CCCC1 | -118 | -10 | -76 | -5 | -63 | -76 | 11 | -36 | -26 | -20 | -100
O=C(O)c1ccc2c(c1)S(=O)(=O)c1cc(N3CCN(c4ncccn4)CC3)ccc1C2=O | -39 | -7 | -19 | 7 | -31 | -18 | 8 | -8 | -9 | -54 | -9
C/C(CC(C)C)=N\Oc1nc(C)cc(C)n1 | -6 | / | 4 | -7 | -9 | 1 | -4 | 11 | 1 | 11 | -11
CCn1c(SCC(=O)Nc2ccc3[nH]c(=O)[nH]c3c2)nc2ccccc21 | -7 | 0 | 3 | -6 | 11 | -17 | -3 | -6 | -10 | 0 | -9
O=C(Cc1cccc(NC(=O)C2CCN(C(=O)C3CCCC3)CC2)c1)Nc1cccc(C(=O)N2CCCC2)c1 | -11 | -4 | 5 | 14 | 0 | -18 | 0 | 10 | 9 | 12 | -24
Cc1cc(NC(=O)CSc2nc(CC(C)(C)C)nc3c2c(=O)n(C)c(=O)n3C)no1 | 2 | 5 | 11 | 32 | 3 | 3 | -4 | 1 | -18 | 7 | -24
O=C(Nc1nnc(S(=O)(=O)Nc2ccccc2)s1)C1CCCCC1 | -1 | -2 | 3 | -10 | 11 | -14 | -14 | 22 | 30 | 6 | 9
CCCCCn1c(=O)[nH]c2cc(C(=O)N3CCN(c4ccc(F)cc4)CC3)ccc2c1=O | 25 | 3 | -6 | 11 | 1 | 14 | -12 | -2 | 45 | 32 | 11
O=C1c2cccc3cccc(c23)C(=O)N1CCCn1ccnc1 | 11 | / | -22 | 7 | -6 | 11 | -11 | -19 | -40 | -15 | -26
COc1ccccc1NC(=O)C(C)OC(=O)CSCC(=O)Nc1ccc(C)cc1C (stereo unspecified) | 13 | -5 | -3 | 2 | 2 | -13 | 0 | 6 | -17 | 1 | -29
CC1=C(C(=O)OC2CCCCC2)C(c2ccccc2F)NC(=O)N1 (stereo unspecified) | 4 | 0 | 11 | -4 | 0 | 7 | -16 | 2 | 3 | 17 | -10
NS(=O)(=O)c1ccc(CCNC(=O)CSCc2ccccc2)cc1 | -1 | -6 | 0 | -3 | 14 | 7 | 7 | 3 | 26 | 25 | 8
COc1ccc(C(=O)NCC(=O)OCC(=O)N(C)c2ccccc2)cc1 | -8 | -2 | 2 | 14 | -21 | 12 | 1 | -6 | -15 | -8 | -12
Cc1ccc(C(C)NC(=O)c2c(C)noc2C)cc1C (stereo unspecified) | -16 | -2 | 0 | 0 | 1 | 14 | -5 | 10 | 1 | -7 | -39
Cn1c(=O)n(Cc2ccc(F)cc2)c(=O)c2c1nc1n2CCCN1Cc1ccccc1 | 33 | 15 | -2 | 2 | 14 | 13 | -12 | 6 | 26 | 10 | -4
Cc1onc(-c2ccccc2)c1C1=N/C(=C\c2ccccc2F)C(=O)O1 | 11 | -18 | -10 | -10 | 2 | 7 | -2 | 4 | 12 | -6 | 9
CCCCN(Cc1ccccc1)S(=O)(=O)c1cc(Br)cc2c1N(C(C)=O)C(C)C2 (stereo unspecified) | 65 | 8 | 12 | 7 | 22 | 28 | -15 | 15 | 20 | 14 | 13

Carrying on:
SMILES | Shn3 3UTR inh | EBV LMP1 NFkB | LRH-1 inv ag | C8 TRAIL sens | NR2F2 inh | NCOA3 inh | KKLEB tox | CF NFkB inh | TWEAK-Fn14 inh | TROY signal inh | SRC1 inh
CC(NC(=O)CC1CCCCC1)c1ccccc1 (stereo unspecified) | 7 | 7 | 6 | 9 | 5 | 6 | -9 | -12 | -12 | 4 | -12
Cc1ccc(CN(C)C2CCN(C)CC2)cc1 | -20 | -9 | -12 | -3 | -8 | -29 | -13 | -5 | -3 | 10 | -7
COc1cc(OC)nc(Oc2ccc(N)c(C)c2)n1 | 12 | 2 | 11 | 1 | -1 | -3 | 0 | -2 | 1 | 4 | -9
Cn1c(N)c(C(=O)CSc2nnc(N)s2)c(=O)n(C)c1=O | 8 | -1 | -3 | 0 | 4 | -13 | 5 | -17 | -3 | -3 | -2
COc1ccc(-c2nnc3n2N=C(C)CS3)cc1OC | -6 | -5 | -15 | 5 | 2 | -5 | -3 | -8 | 2 | -18 | -2
COc1c(C(=O)Nc2nnc(C3CC3)s2)csc1Cl | -88 | -19 | -75 | 0 | -48 | -90 | 1 | 1 | -17 | -35 | -67
CCOc1ccccc1C1C2=C(COC2=O)Nc2cc3c(cc21)OCO3 (stereo unspecified) | 35 | 0 | 11 | 2 | -44 | 12 | -7 | 54* | -1 | -3 | -12
Cc1cccc(NC(=O)Cn2cnc3c(cnn3-c3ccc(F)cc3)c2=O)c1C | 6 | 12 | 3 | 14 | -6 | -6 | -6 | -15 | 4 | 1 | -19
O=C(CSc1nnc(-c2ccc(Br)cc2)n1C1CCCCC1)N1CCCC1 | -8 | -6 | 3 | 6 | 13 | -11 | 13 | -26 | -3 | -38 | -37
